Source: PubChem
mIAP activ – activators of mouse IAP, primary screen, biochemical, luminescence, uHTS; intestinal alkaline phosphatase [Mus musculus]; actives 0.24% (n = 330,000); AID 2805, 2010; muIAP, CDP-Star luminescence, 30 min; stronger effect = higher value; 1 = vehicle-only enzyme signal, 0 = enzyme-free wells; activation factor at 10 µM;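 active means activation factor of at least 2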; further: the source names both 10 and 20 µM as test concentration; values of inactives mirror those of a sister screen read the other way
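Assay system: mouse IAP enzyme; reagent: chemiluminescent substrate CDP-Star; dosing: test compounds delivered from DMSO solution; schedule: 30 min at room temperature; measured by: luminescence from enzymatic CDP-Star hydrolysis; controls: DMSO-only wells and no-enzyme negative control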
beta cell repl – inducers of MIN6 beta-cell proliferation, primary screen, ATP luminescence, uHTS; proliferation, % at 10 µM; actives 0.29% (n = 330,000); AID 2380, 2010; MIN6 cells proliferation, ATPlite luminescence, 48 h; cells starved in 0.2% serum; 100% = growth in 10% serum;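 active means compounds whose signal lies at least 3.5 SD above the mean of all wells on their plate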;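 further: 0% = DMSO-treated cells in low-serum medium and 100% = 10% serum control; some compounds called inactive have numbers as strong as hits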
hIAP block – human IAP inhibitors, primary screen, biochemical, luminescence, uHTS | Intestinal-type alkaline phosphatase (Homo sapiens), P09923 | purified IAP, CDP-Star luminescence, 30 min | inhibition, % at 10 µM | actives 0.12% (n = 330,000);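 active means inhibition reaching a set limit with compound at 10 µM in the primary screen, cut at about 35% in these data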;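 further: plate controls were DMSO wells with enzyme for no effect and no-enzyme buffer wells for full effect; values of inactives mirror those of a sister screen read the other way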
Target sequence (P09923 whole entry, looked up): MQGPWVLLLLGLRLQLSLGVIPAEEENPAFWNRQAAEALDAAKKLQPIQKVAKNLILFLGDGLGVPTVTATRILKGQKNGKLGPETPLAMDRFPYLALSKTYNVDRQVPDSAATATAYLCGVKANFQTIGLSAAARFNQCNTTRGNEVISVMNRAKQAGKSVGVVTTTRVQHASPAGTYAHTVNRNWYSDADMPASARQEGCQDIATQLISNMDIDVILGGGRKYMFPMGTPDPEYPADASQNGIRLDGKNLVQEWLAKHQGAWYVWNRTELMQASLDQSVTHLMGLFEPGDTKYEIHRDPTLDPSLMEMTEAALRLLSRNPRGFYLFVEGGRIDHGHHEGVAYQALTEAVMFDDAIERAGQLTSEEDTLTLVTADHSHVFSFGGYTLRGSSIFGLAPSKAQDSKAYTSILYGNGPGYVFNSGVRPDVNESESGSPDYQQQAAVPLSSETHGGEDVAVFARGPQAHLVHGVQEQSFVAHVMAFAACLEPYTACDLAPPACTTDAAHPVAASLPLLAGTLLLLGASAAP
MPTP block – mitochondrial permeability transition pore inhibitors, primary screen, biochemical, isolated mouse mitochondria, absorbance. actives 1.4% (n = 360,000). Ca2+ swelling absorbance, 30 min. inhibition, % at 10 µM;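 active means inhibition of 50% or more, scaled per plate between neutral and stimulator controls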;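 further: 0% = DMSO wells given calcium and 100% = 1 mM EGTA wells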
A3A deaminase – APOBEC3A ssDNA deaminase inhibitors, primary screen, selectivity assay for APOBEC3G inhibitor project, biochemical, FAM/TAMRA oligo cleavage fluorescence; AID 493011, 2011; inhibition, % at 20 µM; actives 0.41% (n = 330,000); recombinant A3A, FAM/TAMRA ssDNA deamination fluorescence;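 active means at least 40% inhibition at 20 µM here, with at most 30% in a related deaminase screen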;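 further: plate controls were A3A with DMSO for no effect and wells lacking A3A enzyme for full effect; some results filed as inactive read as strong as hits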
Target sequence (P31941 whole entry, looked up): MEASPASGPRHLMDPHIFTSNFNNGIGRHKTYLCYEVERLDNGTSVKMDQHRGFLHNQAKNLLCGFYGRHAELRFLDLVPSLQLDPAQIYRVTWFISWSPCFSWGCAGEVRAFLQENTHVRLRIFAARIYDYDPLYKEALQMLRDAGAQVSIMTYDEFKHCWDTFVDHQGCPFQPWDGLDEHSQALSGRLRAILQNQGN
hIAP activ – human IAP activators, primary screen, biochemical, luminescence, uHTS; activation factor at 10 µM; purified human IAP, CDP-Star luminescence, 30 min; stronger effect = higher value; 1 = vehicle-only enzyme, 0 = enzyme-free background; actives 0.16% (n = 330,000); Intestinal-type alkaline phosphatase (Homo sapiens), P09923; AID 2524, 2010;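 active means activation factor of the enzyme at least 2-fold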; further: the source names both 10 and 20 µM as test concentration; values of inactives mirror those of a sister screen read the other way
mIAP block – inhibitors of mouse IAP, primary screen, biochemical, luminescence, uHTS | purified mouse IAP, CDP-Star luminescence, 30 min | inhibition, % at 10 µM | actives 0.2% (n = 330,000) | AID 2806, 2010;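 active means inhibition of at least 40% at 10 µM in the primary screen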;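 further: plate controls were DMSO with enzyme for no effect and no enzyme wells for full effect; values of inactives mirror those of a sister screen read the other way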
APOBEC3G inh – APOBEC3G DNA deaminase inhibitors, primary screen, biochemical, fluorescence, single-stranded DNA substrate, uHTS. inhibition, % at 20 µM. DNA dC->dU-editing enzyme APOBEC-3G (Homo sapiens), Q9HC16. actives 0.28% (n = 330,000). recombinant A3G, ssDNA deamination FAM/TAMRA fluorescence. AID 493012, 2011;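 active means inhibition of at least 40% at 20 µM, with no more than 30% in the related APOBEC3A deaminase screen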;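 further: plate controls were DMSO wells with A3G for no effect and wells lacking A3G enzyme for full effect; some compounds called inactive have numbers as strong as hits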
Target sequence (Q9HC16 whole entry, looked up): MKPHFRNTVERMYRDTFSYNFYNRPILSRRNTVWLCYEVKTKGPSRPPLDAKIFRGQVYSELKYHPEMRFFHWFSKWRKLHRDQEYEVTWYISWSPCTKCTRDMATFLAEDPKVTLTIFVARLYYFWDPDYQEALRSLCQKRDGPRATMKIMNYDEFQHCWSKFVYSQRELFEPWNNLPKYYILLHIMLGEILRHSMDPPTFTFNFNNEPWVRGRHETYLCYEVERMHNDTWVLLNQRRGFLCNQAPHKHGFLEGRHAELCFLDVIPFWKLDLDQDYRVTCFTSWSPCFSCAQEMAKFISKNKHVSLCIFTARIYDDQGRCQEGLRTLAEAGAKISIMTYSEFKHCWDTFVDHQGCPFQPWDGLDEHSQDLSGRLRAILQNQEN
ATG4B inhibitor – ATG4B protease inhibitors, primary screen, biochemical, fluorescence, uHTS | ATG4B cleavage of LC3-PLA2, NBD-HPC fluorescence, 1 h | inhibition, % at 8.33 µM | actives 0.51% (n = 340,000); in the data active means inhibition above about 40%
An asterisk follows results filed as active. Random draw from the library; any-hit rate near 3.3%.

#1 O=C(c1ccccc1NS(=O)(=O)c1ccccc1[N+](=O)[O-])N1CCOCC1
#2 COc1ccc(C(=O)NCCCc2ccccc2)cc1OC
#3 Cc1ccc(-c2nc(N)n(C(=O)c3cccnc3)n2)cc1
#4 COc1ccc2c(c1)CCc1c(C(=O)Nc3c(C)n(C)n(-c4ccccc4)c3=O)noc1-2
#5 C=CCn1c(SCC(=O)Nc2ccc(C(=O)OCC)cc2)nnc1-c1sc(N)nc1C
#6 COCc1cc(=O)n2c(-c3ccccc3OC)n[nH]c2n1
Compound,1,2,3,4,5,6
mIAP activ,1,0.95,0.95,1,1.3,1
beta cell repl,0,-3,-3,-2,1,-3
hIAP block,10,-10,-24,18,-26,-3
MPTP block,-1.0,0.1,1.3,-2.0,-4.3,-0.5
A3A deaminase,-3,-1,-1,-2,-5,-1
hIAP activ,0.9,1.1,1.2,0.82,1.3,1
mIAP block,0,5,5,-1,-30,-3
APOBEC3G inh,-5,-5,-2,-5,-4,10
ATG4B inhibitor,0,1,-8,-3,-2,-11

#7 O=C(Nc1ccc(Cl)c(Cl)c1)NC1CCS(=O)(=O)C1 (stereo not drawn)
#8 CNc1cc(CSC)nc(SCc2ccc(Cl)c(Cl)c2)n1
#9 COCCCNC(=O)COc1ccc(Cl)c(C)c1
#10 O=C1C2N=NN(CC(=O)N3N=C(c4cccc5ccccc45)CC3c3ccccc3)C2C(=O)N1c1ccccc1 (stereo not drawn)
#11 COc1ccc(NC(=O)C(c2ccccc2)c2ccccc2)c(OC)c1
#12 CCOC(=O)c1c(C)[nH]c(C(=O)COC(=O)CNC(=O)c2ccc(Br)cc2)c1C
Compound,7,8,9,10,11,12
mIAP activ,1.3,0.94,1.1,0.84,0.93,0.93
beta cell repl,-1,-4,-2,-4,-3,4
hIAP block,4,9,-6,-3,-10,4
MPTP block,20,7.3,0.1,0.8,1.7,-0.1
A3A deaminase,-3,1,-3,3,-2,-2
hIAP activ,0.96,0.91,1.1,1,1.1,0.96
mIAP block,-26,6,-12,16,7,7
APOBEC3G inh,-4,34,-4,2,-2,0
ATG4B inhibitor,-4,12,-2,-10,-5,-7

#13 O=C(c1ccco1)N1CCN=C1SCc1cccnc1
#14 CCC(=O)Nc1cc2c(cc1C(C)=O)OCCO2
#15 Fc1ccc2nc(N3CCCC3)sc2c1
#16 COc1cccc(CCNC(=O)CCc2nnc(-c3cc(C)oc3C)o2)c1
#17 CCOc1ccc(C(=O)COC(C)=O)cc1
#18 O=C(Nc1nc2ccc(Cl)cc2s1)c1ccco1
Compound,13,14,15,16,17,18
mIAP activ,0.9,1,1,0.96,1,0.92
beta cell repl,-2,-2,1,3,-1,-3
hIAP block,2,-18,13,-15,-2,6
MPTP block,-3.0,-0.2,-1.9,0.2,-0.7,1.0
A3A deaminase,0,1,3,-3,-4,-3
hIAP activ,0.98,1.2,0.87,1.1,1,0.94
mIAP block,10,0,-1,4,0,8
APOBEC3G inh,0,-7,-13,-4,-6,-6
ATG4B inhibitor,-4,-17,-5,-1,10,2

#19 COC(=O)Cc1nnc(NC(=O)C(C)C)s1
#20 O=C(CN1CCOCC1)N/N=C/c1cc2ccccc2nc1Cl
#21 CCOc1c(OC)cccc1C(=O)NCC1(c2ccccc2)CCCC1
#22 O=C(NCC1CCCO1)c1ccc(CNS(=O)(=O)c2cccc(Cl)c2)cc1 (stereo not drawn)
#23 CSc1nnnn1-c1ccc(C(=O)OCC(=O)N2CCOCC2)cc1
#24 COc1ccc(CNC(=O)[C@H](C)N2C(=O)N3CCc4c([nH]c5ccccc45)[C@@]3(C)C2=O)cc1OC
Compound,19,20,21,22,23,24
mIAP activ,0.79,0.96,0.99,0.94,1,0.93
beta cell repl,0,-4,-1,-4,-3,1
hIAP block,-4,-11,8,6,-8,6
MPTP block,3.9,-3.6,-1.0,-1.3,-0.3,1.0
A3A deaminase,-4,-2,-3,0,-4,-5
hIAP activ,1,1.1,0.92,0.94,1.1,0.94
mIAP block,22,4,1,6,0,7
APOBEC3G inh,-7,-4,-6,-4,-5,-10
ATG4B inhibitor,1,-9,-5,-2,6,-20

#25 Cc1cc(=S)c2ccccc2[nH]1
#26 COc1ccc(CCNC(=O)Cn2cnc3c(cnn3C(C)(C)C)c2=O)cc1OC
#27 CCN1CCN(Cc2ccc(NC(=O)c3ccc(C)c(NC(=O)c4nccnc4N)c3)cc2C(F)(F)F)CC1
#28 Cc1ccccc1NC(=O)COc1ccc(Br)cc1CNCCCO
#29 CC(C)C[C@H](NS(=O)(=O)c1ccc(Br)cc1)C(=O)O
#30 COc1ccc(CCNC(=O)c2cc3c(F)cccc3s2)cc1OC
Compound,25,26,27,28,29,30
mIAP activ,1,0.98,0.93,1.2,1.1,1.1
beta cell repl,2,-2,-7,-1,1,-3
hIAP block,-41,-4,-5,3,8,-10
MPTP block,5.8,0.7,-0.7,1.2,-2.8,0.7
A3A deaminase,-3,-17,0,-3,2,-1
hIAP activ,1.4,1,1.1,0.97,0.92,1.1
mIAP block,0,2,7,-21,-9,-12
APOBEC3G inh,-4,-7,-7,-4,-1,-5
ATG4B inhibitor,-9,-2,-4,6,-2,-11

#31 COc1cc([N+](=O)[O-])ccc1NC(=O)Nn1cnnc1
#32 Cc1cc(C)cc(C(=O)NCCN2CCOCC2)c1
#33 CC(C)C[C@H](NC(=O)OC(C)(C)C)C(=O)N1CCC(C(=O)N[C@@H](Cc2c[nH]c3ccccc23)C(=O)O)CC1
#34 Cc1c(C)n(Cc2ccc(Cl)cc2)c2ccc(C(=O)NCCN3CCOCC3)cc12
#35 Cc1ccc(NC(=O)CSc2ccc3nnc(-c4cccnc4)n3n2)cc1
#36 CCCOc1ccc(C2c3c(oc4cc(C)c(C)cc4c3=O)C(=O)N2CCCN(C)C)cc1 (stereo not drawn)
Compound,31,32,33,34,35,36
mIAP activ,1,0.96,0.94,1.1,0.97,1
beta cell repl,3,-1,0,-4,4,-5
hIAP block,2,-1,21,-47,-2,10
MPTP block,-1.0,-0.2,-1.3,-1.0,-1.3,-0.4
A3A deaminase,1,-6,-5,-5,1,-2
hIAP activ,0.98,1,0.79,1.5,1,0.9
mIAP block,-2,4,6,-15,3,-4
APOBEC3G inh,-5,-6,-10,-6,-9,-9
ATG4B inhibitor,1,5,-3,-18,2,-4

#37 COc1ccc(CNc2ccccc2SC)cc1OC
#38 COc1cc(NC(=O)c2ccccc2-n2cnnn2)cc(OC)c1
#39 CCN(CC)/C(N)=N/c1nc(C)cc(C)n1
#40 COc1ccc(-c2sc3ccccc3c2-c2ccc(O)cc2)cc1
#41 CCc1c(C#N)c(SCCC(=O)Nc2cccc(OC)c2)nc2c1C(=O)CC(C)(C)C2
#42 NC(=O)C(=O)NN=C1C2CC3CC(C2)CC1C3
Compound,37,38,39,40,41,42
mIAP activ,0.87,0.99,0.99,0.82,1,0.95
beta cell repl,3,-4,0,-6,-6,-4
hIAP block,10,-5,-6,13,-6,2
MPTP block,2.9,-0.8,1.0,1.8,2.4,0.5
A3A deaminase,-2,-5,3,0,-1,2
hIAP activ,0.9,1,1.1,0.87,1.1,0.98
mIAP block,13,1,1,18,-4,5
APOBEC3G inh,-7,-11,-13,-3,-1,0
ATG4B inhibitor,-8,-3,-5,12,-12,-8

#43 COc1ccccc1CN1CC(C(=O)N(CCO)Cc2cccs2)CCC1=O (stereo not drawn)
#44 c1ccc(CSCc2nc3ccccc3[nH]2)cc1
#45 O=C(CCCc1ccccc1)Nc1cccnc1Cl
#46 COc1cccc(-n2nnnc2SCC(=O)NCCc2ccccc2)c1
#47 C=CCn1c(N)c(S(=O)(=O)c2cccs2)c2nc3ccccc3nc21
#48 Cc1ccc(C2C(C#N)=C(N)Oc3c2oc(CO)cc3=O)o1 (stereo not drawn)
Compound,43,44,45,46,47,48
mIAP activ,0.92,1.1,0.97,1.1,1,0.9
beta cell repl,3,0,-4,-4,3,-2
hIAP block,18,-5,-14,15,0,0
MPTP block,1.4,1.7,-0.2,-0.2,-1.2,0.5
A3A deaminase,-1,1,-2,4,-1,2
hIAP activ,0.82,1,1.1,0.85,1,1
mIAP block,8,-8,3,-6,-3,10
APOBEC3G inh,-5,2,-8,0,18,-3
ATG4B inhibitor,-5,3,1,-3,-12,-8

#49 CCc1noc2c1/C(=N\O)CC(c1ccccc1)C2 (stereo not drawn)
#50 Cc1ccc(S(=O)(=O)N2CCOCC2)cc1NC(=O)CNCC1CCCCC1
#51 COc1ccc(C=NC(CO)C(O)c2ccc([N+](=O)[O-])cc2)cc1 (stereo not drawn)
#52 O=C(c1ccc(Cl)c([N+](=O)[O-])c1)N(Cc1ccccc1)C1CCS(=O)(=O)C1 (stereo not drawn)
#53 COc1ccc(S(=O)(=O)N(C)CC(=O)Nc2ccc(C)cc2)cc1OC
#54 Cc1ccc(C(=O)CSc2cc(C)[nH]c(=O)n2)cc1
Compound,49,50,51,52,53,54
mIAP activ,1.1,1.1,1,1,1.1,0.88
beta cell repl,0,-3,0,-4,0,-2
hIAP block,6,-7,3,14,-10,-2
MPTP block,0.3,4.0,-5.5,-0.6,-0.1,-0.5
A3A deaminase,-5,-3,-6,-2,2,5
hIAP activ,0.94,1.1,0.97,0.86,1.1,1
mIAP block,-8,-5,-1,-2,-10,12
APOBEC3G inh,-4,-10,-9,-7,-8,3
ATG4B inhibitor,17,-1,-15,3,-12,-15

Looked up one by one from the entries so far:
#53 COc1ccc(S(=O)(=O)N(C)CC(=O)Nc2ccc(C)cc2)cc1OC
#51 COc1ccc(C=NC(CO)C(O)c2ccc([N+](=O)[O-])cc2)cc1 (stereo not drawn)
#54 Cc1ccc(C(=O)CSc2cc(C)[nH]c(=O)n2)cc1
Compound,53,51,54
mIAP activ,1.1,1,0.88
beta cell repl,0,0,-2
hIAP block,-10,3,-2
MPTP block,-0.1,-5.5,-0.5
A3A deaminase,2,-6,5
hIAP activ,1.1,0.97,1
mIAP block,-10,-1,12
APOBEC3G inh,-8,-9,3
ATG4B inhibitor,-12,-15,-15

Next part:
#55 O=c1c2c(nc3nc(CCc4ccccc4)[nH]n13)CCC2
#56 COc1ccc(-c2cc(C(=O)OC(C)C(=O)Nc3c(C)n(C)n(-c4ccccc4)c3=O)c3ccccc3n2)cc1 (stereo not drawn)
#57 COc1cc(OC)c(/C=N/NC(=O)Cn2nc([N+](=O)[O-])cc2C)c(OC)c1
#58 O=C(/C=C/c1ccco1)Nc1ccc(Oc2ccccc2)cc1
#59 O=C(NCC(=O)N1CCN(c2ccccc2O)CC1)C1CCCCC1
#60 COc1ccc(-c2cn(-c3ccc(C)cc3)c(=O)n2CC(=O)Nc2cccc(F)c2)cc1
Compound,55,56,57,58,59,60
mIAP activ,1,0.88,1,1.1,0.99,1.1
beta cell repl,-1,-2,1,-6,-1,-5
hIAP block,2,7,-6,-11,14,0
MPTP block,0.7,1.0,1.7,1.5,-0.7,0.1
A3A deaminase,5,3,-3,0,2,-2
hIAP activ,0.98,0.93,1.1,1.1,0.86,1
mIAP block,-1,12,-3,-6,1,-8
APOBEC3G inh,-2,3,-3,-4,1,-8
ATG4B inhibitor,-1,-9,17,22,-1,-6
